# FN deposition inh = inhibitors of fibronectin matrix deposition, primary screen, AH1F cells, Alexa488-fibronectin fluorescence, plate reader. AH1F fibroblasts, overnight. inhibition, % at 12.6 µM. hit rate 0.086% among 350,000. AID 743247, 2014;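 active means mean inhibition across replicates of 30% or more, regardless of how many single replicates reach that level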;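 further: positive control wells lacked labelled fibronectin entirely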
#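 Material: AH1F fibroblast monolayer depositing Alexa488-labelled fibronectin into matrix / Amount: 10000 AH1F cells per well / Signal: fluorescence 485/525 nm / Medium: DMEM, 2% serum / Compound: single dose, pinned / Incubation: 1 h cell adhesion before compound, then overnight fibronectin incubation / Reagent: Alexa488-FN, 24 nM final / Read-out: inhibition of fibronectin deposition signal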
# PAX8 reporter = inhibitors of PAX8-driven TPO luciferase reporter, primary screen, RMG-I cells, single concentration. SteadyGlo, 24 h. AID 652154, 2013. inhibition, % at 12.6 µM. hit rate 1.2% among 360,000;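 active means mean replicate inhibition at least 60% with every replicate also reaching 60%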;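 further: luciferase light reporting Pax8 driven TPO promoter activity; plate controls were median of neutral control wells for no effect and mitoxantrone controls for full effect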
# Casp6 inh = human caspase-6 inhibitors, primary screen, biochemical, VEID-R110 fluorescence, single point, set 2. P55212. purified caspase-6, Z-VEID-R110 cleavage fluorescence. inhibition, % at 12.5 µM. hit rate 0.53% among 350,000. AID 686996, 2013;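 active means mean inhibition across replicates at least about 35%, with every replicate also reaching that limit, limit read from the data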;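 further: 0% = median of neutral control wells and 100% = no fluorescence left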
# Target sequence (P55212 24-179 limits assumed): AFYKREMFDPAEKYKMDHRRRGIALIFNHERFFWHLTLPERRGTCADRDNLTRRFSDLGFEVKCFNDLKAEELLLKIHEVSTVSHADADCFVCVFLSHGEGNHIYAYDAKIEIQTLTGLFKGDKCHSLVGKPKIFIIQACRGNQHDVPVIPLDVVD
# Target sequence (P55212 194-293 limits assumed): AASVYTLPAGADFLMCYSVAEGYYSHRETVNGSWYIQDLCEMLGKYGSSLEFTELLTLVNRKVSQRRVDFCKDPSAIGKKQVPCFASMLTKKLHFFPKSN
# miR-122 sensor = miR-122 Renilla sensor signal increase in Huh7, primary screen, miR-122 inhibitor project, cell-based, single point, plate reader; Huh7 miR-122 Renilla luciferase sensor, 48 h; neutral wells = 0, positive control = 100; AID 602342, 2012; activation (reporter increase), % at 12.5 µM; hit rate 0.3% among 340,000;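 active means mean replicate activation score at least 90 and every replicate individually at or above 90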;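 further: higher luciferase means less miR-122 activity so hits act as miR-122 inhibitors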
# PGC1a acetyl inh = inhibitors of PGC1a acetylation signal, primary screen, cell-based, U2OS, AlphaScreen, inhibitor mode; AlphaScreen anti-acetyl-lysine; with virally co-expressed GCN5 acetyltransferase; inhibition, % at 15.6 µM; hit rate 0.17% among 350,000;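 active means every replicate shows inhibition of at least 40%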;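 further: 0% = neutral control wells and 100% = positive control wells; some results beyond the cut were filed as inactive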
# LGR2 inh = inhibitors of bursicon-induced LGR2 CRE-luciferase signal, primary screen, cell-based, HEK293, CRE-luciferase reporter, bursicon stimulation; Drosophila bursicon receptor LGR2 (rickets); bursicon-stimulated, 4 h; inhibition, % at 9.99 µM; hit rate 0.35% among 380,000; AID 720647, 2013;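 active means drop in luminescence signal, shown as inhibition above about 50% in the replicate tests, limit read from the data, passing the limit was not always enough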;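 further: agonist challenge used bursicon conditioned medium at about half maximal strength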
# Cneo AK release = Cryptococcus neoformans cell lysis inducers, primary screen, AK release luminescence, single concentration; hit rate 0.2% among 360,000; lysis activity, % at 15 µM; C. neoformans lysis, adenylate kinase release luminescence, 4 h; normalised: neutral wells 0, clomiphene wells 100;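 active means mean lysis activity across replicates of at least 80%, whatever share of replicates individually reach that level; inactive means mean lysis activity below 80%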
#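 Material – Cryptococcus neoformans yeast cells · Quantity – 5 × 10^6 yeast cells/mL · Buffer or medium – YPD medium · Compound – single dose · Timing – 4 h static compound exposure, 37 °C, read 1 h post-reagent · Signal – adenylate kinase release luminescence · Read-out basis – lysis from increased AK signal · Benchmarks – Clomiphene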
# EWS-Fli inh = EWS/Fli-driven NR0B1 reporter inhibitors, primary screen, A673 cells, NR0B1 luciferase, luminescence, MLPCN library; inhibition, % at 12.6 µM; hit rate 0.67% among 350,000; viability-normalised;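 active means mean inhibition of at least 50% after viability correction, with every replicate also passing that limit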;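 further: firefly luciferase signal divided by Alamar Blue viability fluorescence both relative to DMSO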
# * = called active by the depositor; . = not tested or not shown; [ ] = another dose, or the depositor's remark.
SMILES,FN deposition inh,PAX8 reporter,Casp6 inh,miR-122 sensor,PGC1a acetyl inh,LGR2 inh,Cneo AK release,EWS-Fli inh
Cc1c(C(=O)NCc2cccc([N+](=O)[O-])c2)sc(=O)n1Cc1cccc(F)c1,1,5,-1,.,.,17,-1,0
COc1ccc(CC(=O)N2CCN(c3ccccc3)CC2)cc1OC,0,21,-2,-1,5,11,-1,3
CN(n1cnc2ccccc2c1=O)S(C)(=O)=O,-4,4,-1,-9,-2,2,-3,7
COC(=O)C1=C(C)N(C2CCCC2)C(=O)C1(NC(C)=O)C(F)(F)F (stereo unspecified),.,.,.,0,6,6,-1,.
CCc1c(-c2ccc(F)cc2)ncn1Cc1cccc(-c2ccccc2)c1,-2,0,0,.,.,17,.,7
NC(=O)[C@@H]1CCCN1C(=O)c1cc(COc2ccc3c(c2)CCCC3)on1,0,.,1,3,1,-59,-1,-47
COc1cccc(C#Cc2cnc3c(c2)C(=O)N([C@H](C)CO)C[C@@H](C)[C@H](CN(C)C(=O)C2CCC2)O3)c1,.,24,2,-29[16.7 µM],7,-13,1,3
Oc1cccnc1CCc1ccccc1,.,-30,-5,.,-2,-6,.,-22
CCN1CCN(c2nc(C)nc3c2sc(=S)n3C)CC1,-42,15,0,9,.,-2,-1,4
CCc1nc(SCC(=O)c2c[nH]c3ccccc23)n[nH]1,-2,0,1,.,15,-2,.,-4
C[C@H]1CN([C@@H](C)CO)C(=O)CCCn2cc(nn2)CO[C@H]1CN(C)Cc1ccncc1,0,.,-1,5[16.7 µM],9,0,-16,-3
CO[C@H]1CN(C)C(=O)c2ccc(NC(=O)c3cc(C)on3)cc2OC[C@@H](C)NC[C@@H]1C,-7,.,.,13[16.7 µM],11,2,-3,0
COc1ccc(CCN2C(=O)CS/C2=N/NC(=O)c2ccccc2F)cc1OC,7,12,0,5,-6,15,1,10
CN(C)C(=O)C[C@H]1C[C@H]2c3cc(NC(=O)CC4CC4)ccc3O[C@H]2[C@H](CO)O1,.,-3,1,0[16.7 µM],5,1,0,-1
CCCn1c(N)c(N(CCOC)C(=O)c2ccc(N3CCCC3=O)cc2)c(=O)[nH]c1=O,-7,2,-2,1,-2,-4,.,-3
CCCCN1C(=O)C(CC(=O)NCc2cccs2)CC(C(=O)N(CC)CC)=C1C (stereo unspecified),1,-12,1,2,-1,-3,1,-10
O=C(COC(=O)c1ccncc1)c1ccc(Br)cc1,-5,-2,0,.,.,-9,.,-3
CCCc1cc(N2CCCC(C(=O)NCc3ccc4c(c3)OCO4)C2)n2ncnc2n1 (stereo unspecified),.,.,1,23,-3,-5,-1,11
Clc1ccccc1-c1nnc(-c2cccs2)o1,4,-87,1,-2,-2,-61,0,-56
Cc1cc(C)c(C(O)c2ncc(-c3ccccc3C)[nH]2)c(C)c1 (stereo unspecified),0,5,3,-11,3,-10,-1,3
CCNc1cc2n(c(=O)n1)CCc1cc(OC)c(OC)cc1-2,-13,.,3,-3,-16,-17,-1,.
CC(=O)c1ccccc1NC(=O)COC(=O)C1=NN(c2ccccc2)C(=O)CC1,5,-11,8,-2,1,-8,2,-4
Cc1ccc(C(=O)Nc2cccc(S(=O)(=O)N3CCCCC3)c2)cc1[N+](=O)[O-],-7,13,7,.,.,13,2,11
COc1ccc(C(C[N+](=O)[O-])c2c(C)[nH]n(-c3ccccc3)c2=O)cc1 (stereo unspecified),-4,27,26,.,3,-4,-4,-4
C[C@]12CC[C@H](O)C[C@@H]1CC[C@@H]1[C@@H]2CC[C@@]2(C)[C@H]1CCC(=O)[C@]21CCCO1,3,-8,1,.,.,-1,-1,6
Cc1ccccc1-n1c(SCC(=O)NC2CC2)nc2ccccc2c1=O,2,-26,-3,1,.,10,-1,1
CCn1c(=O)c(C(=O)Nc2ccc(C)cc2)c(O)c2ccccc21,4,2,-1,4,4,4,-1,2
Cc1ccc(S(C)(=O)=O)cc1C(=O)OCC(=O)N1CCCC1=O,7,-9,3,-1,.,1,-1,-3
CCOC(=O)c1ccc(NC(=O)c2nc[nH]c2C(=O)N(C)CCO)cc1,.,17,-1,-2,1,2,0,-2
CCCC#Cc1cnc2c(c1)C(=O)N([C@@H](C)CO)C[C@@H](C)[C@H](CN(C)C(=O)c1ccc(F)cc1)O2,.,.,2,-2[16.7 µM],18,0,-1,-13
CSCCC(NC(=O)c1ccccc1)C(=O)OCC(=O)NCc1ccco1 (stereo unspecified),2,2,14,-6,-3,10,0,5
O=c1c2ccccc2nnn1CSc1nnc(-c2cccs2)n1Cc1ccccc1,1,-2,.,-7,-9,.,-5,.
C[C@@H]1CN([C@H](C)CO)C(=O)c2cc(NC(=O)Cn3cnnn3)ccc2O[C@H]1CN(C)Cc1ccc(Oc2ccccc2)cc1,.,7,1,-3[16.7 µM],-7,0,-4,-2
COc1ccc(C2=Nc3ccccc3NC(=O)C2N(CCCn2ccnc2)C(=O)c2cccc(S(C)(=O)=O)c2)cc1 (stereo unspecified),8,9,5,-1,-8,-15,3,-8
C[C@@H]1CCCCO[C@@H](CN(C)C(=O)Nc2ccccc2)[C@@H](C)CN([C@H](C)CO)C(=O)c2cc(NS(C)(=O)=O)ccc2O1,-5,-3,2,2[16.7 µM],0,-10,-4,-21
Cc1ccc(S(=O)(=O)Nc2ccc3c(c2)CC(=O)N([C@@H](C)CO)C[C@H](C)[C@H](CN(C)Cc2ccc(C(F)(F)F)cc2)O3)cc1,.,22,.,3[16.7 µM],-6,-2,.,2
CNC[C@H]1Oc2ccc(NC(=O)Cc3ccccc3)cc2CC(=O)N([C@H](C)CO)C[C@@H]1C,6,-8,.,5[16.7 µM],12,-2,.,-1
COc1ccc(OCC(O)CNC(=O)c2ccc(Br)cc2)cc1 (stereo unspecified),-1,1,.,-2,.,.,12,.
COC(=O)CC(=O)CSc1nc(C)cc(C)c1C#N,-6,17,.,4,15,.,0,.
O=C(C[n+]1ccn(CCCNP2(=O)C=C(c3ccccc3)OC(c3ccccc3)=C2)c1)c1cccs1,-3,59,-85,.,-8,33,.,-12
NC(=O)c1cccc(-c2ccnc3c2CC(C(=O)NCCC(F)(F)F)O3)c1 (stereo unspecified),6,-8,9,.,.,7,-1,16
CCOc1ccccc1NC(=S)/C(=C(\[O-])c1ccc2c(c1)OCCO2)[n+]1ccc(CC)cc1,-2,-13,.,11,0,.,-1,.
CN1C[C@@H]2[C@H](c3ccccc31)[C@H](CO)N2C(=O)Nc1cccc(F)c1,.,11,-1,0[16.7 µM],-5,1,5,-5
C[C@@H]1CN([C@@H](C)CO)C(=O)c2cc(NC(=O)CCC(F)(F)F)ccc2O[C@H]1CN(C)Cc1ccc(C(F)(F)F)cc1,.,9,0,-3[16.7 µM],-5,-12,57,-165
COCC(=O)Nc1ccc(S(=O)(=O)NCC2CCCO2)cc1 (stereo unspecified),-5,0,-2,-1,2,-1,2,2
COc1ccc(NC(=O)CN(C)C(C)C(=O)NC(=O)NC2CCCCC2)cc1 (stereo unspecified),2,5,-21,.,.,-4,-17,.
CCC(=O)N[C@H]1C[C@@H]2O[C@@H](CO)CC[C@@H]2O[C@@H]1CCc1ccc(C#CCc2ccccc2)cc1,.,8,3,.,-6,.,.,-4
COc1cc2c(cc1NC(=O)CSc1nnc(Cc3cccs3)n1Cc1ccco1)oc1ccccc12,.,.,2,2,-19,1,4,9
CCC(=O)N1CCCCN2[C@H](CO)[C@H](c3ccc(C#Cc4cccnc4)cc3)[C@@H]2C1,.,30,-1,14[16.7 µM],-3,3,0,5
COc1ccc(NC(=O)c2cc(-c3sc(NC(=O)c4ccccc4)nc3C)n(CCO)n2)cc1,-5,-29,-3,.,.,0,.,-5

# Following part.
SMILES,FN deposition inh,PAX8 reporter,Casp6 inh,miR-122 sensor,PGC1a acetyl inh,LGR2 inh,Cneo AK release,EWS-Fli inh
COCc1cc(N2CCN(C(=O)OC(C)(C)C)C[C@@H]2C)ccc1Br,-5,-23,2,.,.,-9,.,-6
CCOc1ccc(NC(=O)CN(C)C(=O)c2cc(C)nc3ccccc23)cc1OCC,-5,17,37*,.,.,.,0,2
CCCN1CCC(=NNc2ccc(C(=O)O)cc2)CC1,-5,-89,-7,.,0,2,.,-4
O=C(NCC[C@H]1CC[C@H](NS(=O)(=O)c2cccc(F)c2)[C@@H](CO)O1)C1CC1,-19,6,2,9[16.7 µM],9,-29,2,-1
Cc1noc(C)c1S(=O)(=O)N(C)C[C@H]1OCCCC[C@H](C)Oc2ccc(NC(=O)c3ccccc3)cc2C(=O)N([C@@H](C)CO)C[C@H]1C,.,-2,1,3[16.7 µM],6,1,0,-2
CCC(=O)N1[C@H](C(=O)NC2CCC2)[C@@H](CO)[C@@H]2Cn3c(ccc(-c4ccc(F)cc4)c3=O)[C@@H]21,.,-10,-2,-1[16.7 µM],.,-26,0,-11
C=CCOC(=O)[C@H]1[C@@H]2C(=O)O[C@@H](c3ccccc3)[C@@H](c3ccccc3)N2[C@@H](c2ccc(OCCOC(=O)[C@@H]3C[C@@H]4C(=O)N[C@@H](Cc5ccccc5)C(=O)N4[C@@H]3c3ccc(O)cc3)cc2)[C@]12C(=O)Nc1ccc(I)cc12,.,10,1,.,-7,.,-12,6
COc1ccccc1CC(=O)Nc1ccccc1C(=O)O,2,.,.,21,-2,-16,-3,.
COC(=O)c1cnc(N2CCCN(S(=O)(=O)c3ccc(C(F)(F)F)cc3)CC2)nc1C(F)(F)F,0,1,2,.,-9,11,.,12
COc1ccc(C2NC(C(=O)O)Cc3c2[nH]c2ccccc32)cc1OC (stereo unspecified),0,-1,.,1,14,.,-1,.

# Three compounds picked at random from those above:
SMILES,FN deposition inh,PAX8 reporter,Casp6 inh,miR-122 sensor,PGC1a acetyl inh,LGR2 inh,Cneo AK release,EWS-Fli inh
CCCN1CCC(=NNc2ccc(C(=O)O)cc2)CC1,-5,-89,-7,.,0,2,.,-4
CCC(=O)N1[C@H](C(=O)NC2CCC2)[C@@H](CO)[C@@H]2Cn3c(ccc(-c4ccc(F)cc4)c3=O)[C@@H]21,.,-10,-2,-1[16.7 µM],.,-26,0,-11
Cc1noc(C)c1S(=O)(=O)N(C)C[C@H]1OCCCC[C@H](C)Oc2ccc(NC(=O)c3ccccc3)cc2C(=O)N([C@@H](C)CO)C[C@H]1C,.,-2,1,3[16.7 µM],6,1,0,-2

# The list continues:
SMILES,FN deposition inh,PAX8 reporter,Casp6 inh,miR-122 sensor,PGC1a acetyl inh,LGR2 inh,Cneo AK release,EWS-Fli inh
CN1C[C@@H]2C(c3ccccc3)C3(c4ccccc4)CC2(C3)[C@H]1c1ccccc1 (stereo partly specified),-13,-9,3,-8,.,20,2,-16
COc1cccc(Cn2cnc3c(N)c(C)c(C)cc32)c1,8,0,-2,1,-7,.,.,2
O=S(=O)(c1ccccc1F)N1C[C@@H]2N[C@H](C1)C2c1ccc(-c2cccnc2)cc1 (stereo partly specified),-3,28,-1,.,9,20,.,8
COc1ccc(-c2noc(N3CCCC(C(=O)Nc4ccccc4F)C3)n2)cc1 (stereo unspecified),1,-132,0,.,.,-9,1,8
COc1ccccc1OCC(=O)Nc1sc2c(c1C(=O)NCC1CCCO1)CCC2 (stereo unspecified),-6,.,.,0,-6,.,-1,.

# Source: PubChem (Broad Institute)
